Screening data (PubChem)
JMJD2E inh: qHTS Assay for Inhibitors of Human Jumonji Domain Containing 2E (JMJD2E); Lysine-specific demethylase 4E (Homo sapiens), B2RXH2; JMJD2E catalytic domain, FDH-coupled NADH fluorescence (FDH is formaldehyde dehydrogenase); Potency, µM (series often up to 57.1 µM), for inactives: at the highest dose activity change, negative = inhibition, actives largely listed as inhibitors; 1.6% of 230,000 active; active = well fitted inhibition curve with a large enough effect, not every such curve was filed as active; inconclusive = small, poorly fitted or top-dose-only effect, or another doubt; inactive = no such curve, though single readings can be large or run the other way;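 note: 0% = wells with enzyme and -100% = buffer wells without enzyme; nearly all actives have a fitted effect of over 50% in size; many of its hits are not listed in these tables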
Target sequence (B2RXH2 1-337 limits assumed): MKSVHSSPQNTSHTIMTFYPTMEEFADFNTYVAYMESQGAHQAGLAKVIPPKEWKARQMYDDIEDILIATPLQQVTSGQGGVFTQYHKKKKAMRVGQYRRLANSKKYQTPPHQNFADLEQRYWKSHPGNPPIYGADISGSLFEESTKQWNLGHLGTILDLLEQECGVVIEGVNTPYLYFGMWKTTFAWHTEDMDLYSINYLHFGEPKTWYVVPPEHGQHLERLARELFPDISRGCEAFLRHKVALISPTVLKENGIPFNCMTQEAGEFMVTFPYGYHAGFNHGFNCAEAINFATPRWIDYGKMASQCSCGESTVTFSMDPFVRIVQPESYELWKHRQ
Lamin A splicing: qHTS Assay for Modulators of Lamin A Splicing; AID 1487, 2009; 0.01% of 200,000 active; Potency, µM (top dose mostly 46.1 µM), without a hit: at the top dose ratio change, negative = inhibition, actives largely listed as inhibitors; HeLa LMNA splicing GFP/RFP minigene ratio, 48 h; active = well fitted inhibition curve with a large enough effect in the signal ratio, with a control signal flat, not every such curve was filed as active; inconclusive = small, poorly fitted or top-dose-only effect, or effect the other way, or a change in a side signal; the % refers to the signal ratio; note: % is set by controls: 0 for no effect and ±100 for the full control effect
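S3 HeLa stable clones carrying a lamin A-EGFP splicing minigene plus DsRed2 were seeded at 600 cells/well in Opti-MEM with 2% FBS, pin-dosed and incubated 48 h at 37°C. Acumen cytometry (488 nm) gave the GFP/RFP total-intensity ratio.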
ALDH1A1 inh: qHTS Assay for Inhibitors of Aldehyde Dehydrogenase 1 (ALDH1A1) | Aldehyde dehydrogenase 1A1 (Homo sapiens), P00352 | Purified ALDH1A1, NADH fluorescence, propionaldehyde substrate | 7.3% of 220,000 active | AID 1030, 2008 | Potency, µM (highest dose often 75.3 µM), for inactives: at the highest dose activity, negative = inhibition, most hits filed as inhibitors; active = well fitted inhibition curve with a large enough effect, not every such curve was filed as active; inconclusive = small, poorly fitted or top-dose-only effect, or another doubt; inactive = no such curve, though single readings can be large or run the other way;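 note: plate controls were no enzyme wells and a reference inhibitor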
RECQ1 helicase: qHTS Assay for Inhibitors of RecQ-Like Dna Helicase 1 (RECQ1); ATP-dependent DNA helicase Q1 (Homo sapiens), P46063; RECQ1 DNA unwinding, red fluorescence kinetic read; Potency, µM (highest dose often 57.3 µM), for inactives: top-dose activity, negative = inhibition, usual class: inhibitors; 0.54% of 240,000 active;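 note: plate controls were vehicle for no effect and no enzyme for full effect; nearly all actives have a fitted effect of over 30% in size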
Target sequence (P46063 whole entry, looked up): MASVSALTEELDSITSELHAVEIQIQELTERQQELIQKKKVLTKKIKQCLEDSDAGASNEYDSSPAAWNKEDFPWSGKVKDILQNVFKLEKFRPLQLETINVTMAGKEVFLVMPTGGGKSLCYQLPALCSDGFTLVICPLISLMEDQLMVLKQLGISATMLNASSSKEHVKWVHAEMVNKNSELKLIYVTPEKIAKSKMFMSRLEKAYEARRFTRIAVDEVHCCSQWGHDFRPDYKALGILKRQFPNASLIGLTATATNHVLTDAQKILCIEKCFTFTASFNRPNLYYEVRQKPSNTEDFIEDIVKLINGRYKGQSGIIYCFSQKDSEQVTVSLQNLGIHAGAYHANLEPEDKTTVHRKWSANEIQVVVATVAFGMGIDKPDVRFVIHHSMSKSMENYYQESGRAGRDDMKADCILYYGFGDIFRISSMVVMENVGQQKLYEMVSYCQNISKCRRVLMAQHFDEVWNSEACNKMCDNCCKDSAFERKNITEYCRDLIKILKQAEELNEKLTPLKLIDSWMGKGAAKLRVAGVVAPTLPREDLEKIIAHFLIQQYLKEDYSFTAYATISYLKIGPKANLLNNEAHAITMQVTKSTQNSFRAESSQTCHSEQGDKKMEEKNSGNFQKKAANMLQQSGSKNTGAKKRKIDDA
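50 nM RECQ1T1 preincubated 15 min with compound in Tris pH 8.0 buffer with MgCl2, DTT, Tween-20 and 2.5 ug/ml poly(dI-dC); started with 200 nM TAMRA/BHQ-2 forked duplex and 2 mM ATP. Unwinding read as fluorescence (525/598 nm), two reads 2 h apart.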
Tau ThT inhib: qHTS for Inhibitors of Tau Fibril Formation, Thioflavin T Binding | Potency, µM (highest dose often 57.4 µM), inactives show at the top dose activity, negative = inhibition, hits mostly inhibitors | AID 1460, 2008 | 2.1% of 270,000 active | Microtubule-associated protein tau (Homo sapiens), P10636 | recombinant tau K18 P301L (four-repeat tau fragment), heparin-induced fibrillization, ThT fluorescence; note: % is set by controls: 0 for no effect and ±100 for the full control effect; nearly all actives have a fitted effect of over 55% in size
Target sequence (P10636 561-689 P618L limits assumed): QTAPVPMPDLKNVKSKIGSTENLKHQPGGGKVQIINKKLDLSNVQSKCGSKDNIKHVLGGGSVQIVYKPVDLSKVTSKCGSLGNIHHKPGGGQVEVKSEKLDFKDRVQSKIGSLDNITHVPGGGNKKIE
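Tau K18 P301L fragment (15 uM unlabeled plus 0.24 uM Alexa 594-labeled) in 100 mM sodium acetate pH 7 with compound, fibrillization induced by 20 uM heparin for 6 hr at 37 C. Thioflavin T (30 uM) added, fluorescence read after 1 hr (ex 450, em 510 nm).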
L3MBTL1 inh: qHTS Assay for the Inhibitors of L3MBTL1 | AID 485360, 2010 | AlphaScreen L3MBTL1–H3K9me1 peptide binding | 0.66% of 230,000 active | Lethal(3)malignant brain tumor-like protein 1 (Homo sapiens), Q9Y468 | Potency, µM (titrated, usually from 57.1 µM), without a hit: top-dose activity, negative = inhibition, most hits filed as inhibitors; note: % is set by controls: 0 for no effect and ±100 for the full control effect; nearly all actives have a fitted effect of over 60% in size
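AlphaScreen assay: L3MBTL1 (50 nM final) was preincubated 30 min at room temperature with biotinylated H3(1-15)K9me1 peptide (75 nM final), then 30 min with library compounds; streptavidin donor and nickel chelate acceptor beads (10 ug/mL final) added, 30 min dark.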
SMN2 splice up: qHTS Assay for Enhancers of SMN2 Splice Variant Expression | AID 1458, 2008 | HEK293 SMN2-luciferase splicing reporter, luminescence, 30-36 h | Potency, µM (titrated, usually from 46.1 µM), without a hit: at the highest dose activity change, positive = activation, usual class: activators | 2.8% of 210,000 active; note: % of control where 0% means no effect; nearly all actives have a fitted effect of over 55% in size
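qHTS luciferase splicing reporter: luminescence rises when SMN2 exon 7 is included in transfected HEK293 cells. Compound exposure lasted 30-36 h at 37C, with 4.5 mM final sodium butyrate as control, followed by a ONE-Glo read.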
Luc counter: Counterscreen for Luciferase (Kinase-Glo TM) Inhibition | Potency, µM (titrated, usually from 38.3 µM), for the others: at the highest dose activity change, negative = inhibition, most hits filed as inhibitors | AID 1379, 2008 | Kinase-Glo luciferase, ATP luminescence, 8 min | Luciferin 4-monooxygenase (Photuris pensylvanica), Q27757 | 0.28% of 200,000 active; note: % is set by controls: 0 for no effect and ±100 for the full control effect; nearly all actives have a fitted effect of over 60% in size
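Recombinant Kinase-Glo luciferase, 10 uM ATP (linear range), luciferin; imidazole pH 7.2 / KCl / MgCl2 / Tween / BSA buffer; 8 min RT; luminescence.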
Starred values were filed as active, the others as inactive; i = inactive; ? = inconclusive; nt = not tested or not shown; [ ] = dose if it differs, or a comment. Unless noted, calls come from the whole dose curve; as a rule, active = well fitted curve in the direction sought with a large enough effect; inconclusive = small, poorly fitted or top-dose-only effect, or another doubt; inactive = no such curve, though single readings can be large; an effect the other way counts as inactive or inconclusive. Potency is the fitted concentration of half-maximal effect.

molecule | Lamin A splicing | RECQ1 helicase | Tau ThT inhib | Luc counter | JMJD2E inh | SMN2 splice up | ALDH1A1 inh | L3MBTL1 inh
CCCCNc1cc(=O)n(C)c(=O)n1C | 5% | -2% | 7% | -3% | 2% | -16% | 4% | -2%
CC1(C)c2ccccc2N(CC(N)=O)C12C=Cc1ccccc1O2 (stereo not given) | nt | -7% | -8% | nt | -4% | nt | nt | -10%
Cc1cc(-c2ccccc2)[nH]c(=O)c1S(=O)(=O)c1ccc(Cl)cc1 | 2% | -1% | -2% | -1% | ? | -12% | ? | 9%
Cc1ccc(C(=O)c2ccc(N3CCOCC3)c(F)c2)cc1 | ? | 2% | 4% | 7% | -7% | -39%[inhibitor] | ? | 4%
CCOC(=O)CNC(=O)CCNS(=O)(=O)c1ccc2c(c1)c(=O)n(C)c(=O)n2C | -3% | i | -4% | 0% | -1% | -9% | 6% | nt
Cc1cc(NC(=O)/C=C/C(=O)N(CC(=O)NC2CCCC2)c2cccc3ccccc23)no1 | ? | -2% | ? | 3% | -8% | -2% | 2µM* | nt
CCCCC(CC)C(=O)Nc1ccccc1C#N (stereo not given) | 0% | -13% | 0% | 1% | -5% | -12% | 6% | ?
O=S(=O)(c1ccc(Cl)cc1)N1CCN(C(=S)Nc2ccc(F)c(Cl)c2)CC1 | ? | 4% | 6% | 1% | 6% | -18% | -5% | -4%
Cc1ccc(CSc2nnc(CNc3ccc(F)cc3)o2)cc1 | nt | -1% | -20% | -1% | 4% | -33%[inhibitor] | 2% | nt
COc1ccc(OC)c(NC(=O)Nc2ccc(Cl)cc2)c1 | -7% | 0% | ? | -3% | 1% | -5% | 7% | nt
Cc1ccccc1NC(=O)c1cc(S(=O)(=O)N2CCOCC2)cs1 | -6% | i | 2% | -4% | 2% | -42%[inhibitor] | 2% | 3%
Cc1cc(/C=N/NC(=O)c2ccc(CN3CCOCC3)cc2)c(C)n1-c1ccccc1 | -9% | -6% | ? | -5% | -26% | -51%[inhibitor] | ? | -6%
CC(=O)c1cccc(NC(=O)N2CCc3ccccc3C2)c1 | 3% | -2% | -7% | -1% | -1% | 21% | -5% | 1%
CC(=O)Nc1ccccc1O | -12% | 10% | -12% | -2% | -10% | -9% | 6% | 0%
COc1ccc(CC(NC(C)=O)C(=O)NC2CCN(C(=O)Nc3ccc(C#N)cc3)CC2)cc1OC (stereo not given) | 2% | -6% | 3% | 0% | -4% | -7% | 6% | -9%[11.4 µM]
O=C(/C=C/c1ccco1)Nc1ccccc1C(=O)Nc1cccc(C(=O)O)c1 | nt | -3% | -13% | nt | ? | nt | nt | ?
CCCC(=O)C1=C(O)C(C(=O)OC)C(C)(C)CC1=NC(C)(C)C (stereo not given) | -5% | i | -8% | -5% | 9% | 3% | ? | nt
CN=C(Nc1ccc(C(=O)OC)s1)c1ccc(Cl)cc1 | -26%[46 µM] | i | -9% | 0% | 1% | 5% | -15% | ?
Cc1c(C(=O)NCCSCc2c(F)cccc2Cl)cnn1-c1ccc(F)cc1 | nt | -4% | -19% | nt | -10% | nt | nt | -17%
COc1ccccc1CNC(=O)c1csc(Cc2ccc(Cl)cc2)n1 | 1% | -8% | ? | -3% | 1% | 5% | 6% | 7%
CC1(C)C(N(O)C(=O)Nc2ccc(Cl)cc2)N(c2ccc(Cl)cc2)C(=O)N1CC(=O)NN (stereo not given) | 5% | -15% | 6% | 0% | 12% | 1% | 2% | nt
Cc1ccc(C(c2nnnn2CC2CCCO2)N2CCN(Cc3ccccc3)CC2)cc1 (stereo not given) | nt | 28% | -2% | 2% | ? | nt | ? | 10%
COc1ccc(C(=O)N2c3cc4c(cc3C(C)=CC2(C)C)OCO4)cc1 | ? | -23% | ? | 2% | -28% | -18% | -11% | nt
COc1ccc(OC)c(NC(=O)c2ccccc2N(Cc2ccccc2)S(C)(=O)=O)c1 | -5%[46 µM] | -3% | -11% | 0% | -3% | nt | ? | -21%
COc1ccc(C(C(=O)NC2CCCC2)N(CCN2CCOCC2)C(=O)c2ccc(OC)c(OC)c2)cc1 (stereo not given) | 3% | i | -5% | 17% | 0% | 19% | 5% | nt
NS(=O)(=O)c1ccc(NC(=O)C2(c3ccccc3)CCCC2)cc1 | ? | 4% | -8% | -2% | 1% | 0% | 5% | 7%
CC1CN(c2nc3ccccn3c(=O)c2/C=C(\C#N)S(=O)(=O)c2ccccc2)CC(C)O1 (stereo not given) | 13% | -6% | -9% | -1% | -4% | 28% | 13µM* | -6%
CCN(CC)S(=O)(=O)c1cc(C(=O)OCC(=O)Nc2cccc(C)c2C)ccc1F | -9% | i | -6% | 1% | 10% | 17% | 21% | 6%
CC(C)OC(=O)c1cc2c(ccn2C)n1CC(=O)N1CCC(Cc2ccccc2)CC1 | 0% | i | ? | -1% | -24% | -6% | ? | ?
Cc1csc(NC(=O)CNC(=O)OCc2ccccc2)n1 | 12% | -4% | -9% | 1% | 9% | -7% | -6% | 9%
O=C(COc1ncnc2sccc12)Nc1ccc2c(c1)OCCO2 | -3% | -16% | -11% | -7% | -5% | -2% | -5% | -8%
S=C1N(c2ccccc2)C(c2ccccc2)N2CCCN12 (stereo not given) | 7% | -9% | -5% | 0% | -1% | -5% | 0% | nt
COc1ccc(/C=N/N2CCN(C)CC2)cc1OC | -6% | -12% | 7% | 0% | -2% | 5% | 7% | -2%
Cc1nnc(SCC(=O)Nn2cnnc2)s1 | -2% | -1% | 2% | 1% | 5% | -1% | 14% | 4%
O=C(Nc1ccc(-c2cn3ccsc3n2)cc1)C1CC1 | 4% | -10% | -14% | -26% | 8% | ? | 0% | 0%
Nc1ccc(C(=O)c2cccs2)cn1 | nt | i | 4% | nt | -6% | nt | 1% | 2%
Cc1ccc(N2CC(O)=C(c3ccccc3)C2=N)cc1 | ? | -8% | -6% | 6% | -3% | 28% | 14% | -5%
CC(C)N(C(=S)NCc1ccccc1)C(C)C | nt | -19% | -5% | -1% | -5% | -12% | 0% | -13%
O=C(Nc1ccc(Cl)cc1)Nc1ccc(N2CCCC2)c(S(=O)(=O)Nc2ccccc2Cl)c1 | ? | -9% | -8% | -3% | ? | 1%[1.84 µM] | -5% | -9%
Cc1cc(-c2nnc(SCC(=O)Nc3ccccc3)n2C)no1 | nt | -10% | -5% | nt | -2% | nt | nt | 4%
Cc1ccc2cc(C)c3nnc(SCC(=O)Nc4nc5c(s4)CCCC5)n3c2c1C | -2% | -13% | -18% | 0% | -3% | 3% | -5% | -2%
CS(=O)(=O)N1CCC[C@@]2(CCN(c3ncccn3)C2)C1 | nt | -3% | nt | -2% | nt | -11% | ? | nt
C=C(Nc1ccc(OCC)cc1)Nc1ccc(OCC)cc1 | ? | i | -10% | -1%[39.9 µM] | nt | nt | 7% | nt
CCOc1c(Cl)cc(CNCc2ccncc2)cc1OC | ? | 10% | -1% | -1% | -12% | -34%[inhibitor] | 6% | 2%
O=[N+]([O-])c1ccccc1/C=N/n1c(C2CCCCC2)n[nH]c1=S | 9% | i | 1% | 0% | -2% | 20% | 7.1µM* | -13%
Cc1cc(=O)[nH]c2ccccc12 | 6% | -13% | 3% | 1% | -12% | -9% | 7% | 6%
CCOC(=O)c1cncc(O)c1 | nt | -1% | 2% | nt | 3% | nt | nt | 1%
O=c1c2cnn(-c3ccccc3)c2ncn1Cc1cccnc1 | 11% | i | -8% | -2% | -5% | -10% | 12% | 7%
N#CC(C#N)=C(N)/C(C#N)=C/c1cc(O)c(O)c(O)c1 | nt | ? | 11µM* | nt | nt | 7% | ? | ?
CC1Cc2ccccc2N1C(=O)NC1CC(=O)N(c2ccc3c(c2)OCCO3)C1 (stereo not given) | -9%[9.22 µM] | -5% | -6% | 0% | 7% | -17% | -8% | nt
CCC(C)NCCOCCOc1cc(C)c(Cl)c(C)c1 (stereo not given) | -3%[46 µM] | i | -9% | 3% | ? | -27% | ? | 6%
Cc1cccc(Cc2c(C)nc3c(C(=O)N4CCN(Cc5ccc6c(c5)OCO6)CC4)cnn3c2C)c1 | ? | -5% | ? | 0% | ? | -26% | ? | -6%
Cc1nc(COC(=O)c2cc(O)c3ccccc3c2O)cs1 | ? | i | 25µM* | -3% | ? | -1% | ? | -9%
CCOc1cc2c3c(c1)C1(C(=O)N3C(C)(C)C=C2C)C(C#N)=C(N)Oc2cc(O)ccc21 (stereo not given) | 0% | -9% | -15% | -6% | ? | -6% | 8% | -13%
CC(C)(C)NC(=O)c1ccncc1 | 6% | -10% | -9% | -2% | 3% | -2% | 13% | nt
CN(C)CCCC1(O)c2ccccc2C=Cc2ccccc21 | 0% | -15% | -6% | -1% | ? | 7% | -6% | -12%
Cn1c(SCC(=O)N2CCCCCC2)nc2c([nH]c3ccccc32)c1=O | ? | -7% | -7% | nt | 5% | nt | 5% | 5%
CCC(=O)Nc1nnc(CSCc2ccc(F)cc2)s1 | -2% | -11% | -7% | -4% | -3% | -3% | 7% | nt
O=C(NNS(=O)(=O)c1ccccc1)c1cnn(-c2ccccc2)c1-n1cccc1 | 13% | -5% | -12% | -3% | 0% | -11% | -12% | 0%
O=c1[nH][nH]cc1C=Nc1ccc(Cl)cc1 | -1%[9.22 µM] | -1% | 4% | 1% | ? | -1% | 7% | -4%
Cc1nn(C)c(C)c1S(=O)(=O)N1CCCC(C(=O)N2CCN(c3ccccc3)CC2)C1 (stereo not given) | -8% | -12% | -13% | -4% | -9% | -6% | -11% | nt

A portion of the library (hit frequency here may not be typical).
